Screens as filed in PubChem BioAssay.
GBA activity up: glucocerebrosidase activity enhancement | L444P Gaucher fibroblasts, 4-MU-glucoside fluorescence, 3 days | activation, % at 10 µM | P04062 | actives 0.44% (n = 30,000); in the data active means activation above about 65%;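 further: 0% = vehicle wells and 100% = positive control wells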
Target sequence (P04062 whole entry L483P): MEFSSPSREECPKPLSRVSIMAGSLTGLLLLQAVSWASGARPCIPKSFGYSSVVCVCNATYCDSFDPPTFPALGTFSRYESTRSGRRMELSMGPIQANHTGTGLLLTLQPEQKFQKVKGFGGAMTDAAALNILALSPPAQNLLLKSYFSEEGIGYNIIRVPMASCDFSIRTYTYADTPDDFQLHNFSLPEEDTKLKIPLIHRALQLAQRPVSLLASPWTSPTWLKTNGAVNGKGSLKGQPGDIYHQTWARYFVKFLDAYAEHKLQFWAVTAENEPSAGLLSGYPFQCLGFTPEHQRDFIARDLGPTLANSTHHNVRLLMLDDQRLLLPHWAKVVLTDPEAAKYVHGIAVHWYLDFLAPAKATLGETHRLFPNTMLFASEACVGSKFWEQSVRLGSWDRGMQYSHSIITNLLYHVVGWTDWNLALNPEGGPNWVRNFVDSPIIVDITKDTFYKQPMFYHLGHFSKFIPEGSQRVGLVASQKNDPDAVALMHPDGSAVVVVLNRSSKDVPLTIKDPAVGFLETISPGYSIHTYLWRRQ
Starred values were filed as active, the others as inactive. This is a subset; rates above refer to the full screens.

no.	compound	GBA activity up
1	O=C(NC1CCCC1)c1sc(=S)n2c1[nH]c(=O)c1ccccc12	1
2	C=C(C)COc1ccc(-c2nc(N)ncc2-c2ccc(OC)cc2)c(O)c1	-15
3	N#C/C(C(=O)c1ccccc1)=C1/SC=C(N)N1c1ccccc1	-8
4	Nc1nc(CSc2nnnn2-c2ccccc2)nc(N2CCCc3ccccc32)n1	-39
5	Cc1cccc(-n2c(C)nc3c(cnn3-c3ccc(F)cc3)c2=O)c1	6
6	COc1ccccc1-c1nnc(SCc2nc3ccccc3[nH]2)n1C	12
7	COc1ccc(NC(=O)CSc2nnc(-c3cccs3)n2Cc2ccco2)cc1OC	23
8	CCCC(=O)Nc1ccccc1NC(C)=O	0
9	COc1ccc(N2CCN(C(=O)CSc3nnnn3-c3ccc4c(c3)OCCO4)CC2)cc1	1
10	CCOC(=O)N1CCN(C(=O)CCn2nc(-c3ccc(Cl)cc3)ccc2=O)CC1	3
11	COc1nccc(Nc2ccccc2)c1C#N	10
12	O=C(Nc1nc2cc3c(cc2s1)OCCO3)c1cccc(S(=O)(=O)N2CCOCC2)c1	0
13	COC(=O)c1ccc(-c2ccco2)n1Cc1nc(-c2ccc(OC)c(OC)c2)oc1C	-28
14	Cc1cc(NC(=O)NC(=O)c2ccc(F)cc2F)n[nH]1	15
15	C=CCN1C(=O)C2(c3ccccc31)C1CCCC=C1C(C#N)=C(N)C2(C#N)C#N (stereo not given)	-44
16	Cc1ccc(NC(=O)CSc2nc3ccccc3c(=O)n2CCCC(=O)N2CCCC2)cc1	2
17	CCn1c(C)nc2cc(C(=O)OCCC(F)(F)F)ccc21	-2
18	CCOC(=O)c1ccc(NC(=O)c2cnccn2)cc1	-15
19	CCc1nc(N[C@@H](Cc2c[nH]c3ccccc23)C(=O)O)c2oc3ccccc3c2n1	-66
20	COCCn1c(SCC(=O)N2CCCc3ccccc32)nc2cccnc21	-19
21	Cc1nn(-c2ccc(F)cc2F)c2c1-c1nc(N3CCCC3)ncc1CC2	-5
22	COC(=O)c1sccc1NC(=O)C1CC2CCC1C2 (stereo not given)	-18
23	O=C(COC(=O)c1ccccc1NC(=O)c1ccco1)NCc1ccc2c(c1)OCO2	17
24	CC(NC(=O)Cc1cccs1)c1ccc2c(c1)OCO2 (stereo not given)	-10
25	CCCCc1nnc(NC(=O)CSc2nc(=O)cc(N)n2-c2ccccc2)s1	13
26	OCCSc1nnc(Nc2ccccc2)s1	-3
27	O=S(=O)(Cc1ccccc1)/C1=C(\N2CCOCC2)CCCCCC1	-15
28	CCCCn1c(-c2ccccc2)nc2c(=O)n(C)c(=O)[nH]c21	-47
29	COC(=O)c1[nH]c2cccc(OC)c2c1NC(=O)CCN1CCC(C(N)=O)CC1	-11
30	COc1ccccc1NC(=O)C1=C(C)Nc2nc(CCCO)nn2C1c1cccnc1 (stereo not given)	-41
31	CN(C1CCCCC1)S(=O)(=O)c1ccc(NC(=O)c2ccco2)cc1	-57
32	Cc1ccc2nc(NC(=O)C3CCCN(S(=O)(=O)c4cccc5nsnc45)C3)sc2c1 (stereo not given)	15
33	CCn1c(COc2ccc(OC)cc2)nnc1SCC(=O)Nc1cc(OC)ccc1OC	-6
34	Cc1ccc(NC(=O)C2CC(=O)NC(N3CCCCC3)=N2)cc1Cl (stereo not given)	3
35	O=C(OCC(=O)N1CCC(Cc2ccccc2)CC1)c1ccc[nH]c1=O	29
36	O=C(Cn1cc(C(=O)c2ccco2)c2ccccc21)NC1CCCC1	-1
37	CNC(=O)c1cc(C)c(-c2ccccc2)s1	-5
38	Cc1ccc2cc(CN(Cc3nnnn3C3CCCCC3)CC3CCCO3)c(=O)[nH]c2c1 (stereo not given)	-4
39	O=P(O)(CCc1ccccn1)CN1CCOCC1	-5
40	CCCCS(=O)(=O)c1sc2nc(C)cc(C)c2c1N	-22
41	CN=c1scc(C)n1/N=C/c1ccc2c(c1)OCO2	3
42	CC(=O)Nc1nc2ccccc2n1Cc1ccccc1C	4
43	O=c1c2cc(N3CCOCC3)ccc2[nH]c(=S)n1CC1CCCO1 (stereo not given)	-10
44	CC(=O)O[C@H]1CSC[C@H]1NC(=O)c1ccccc1	-9
45	CC(=O)c1cccc(NC(=O)N2CCCC2C(=O)Nc2cccc(C)c2)c1 (stereo not given)	8

Among those listed so far, three contain a cyano group:
no.	compound	GBA activity up
3	N#C/C(C(=O)c1ccccc1)=C1/SC=C(N)N1c1ccccc1	-8
11	COc1nccc(Nc2ccccc2)c1C#N	10
15	C=CCN1C(=O)C2(c3ccccc31)C1CCCC=C1C(C#N)=C(N)C2(C#N)C#N (stereo not given)	-44

More entries:
no.	compound	GBA activity up
46	CC(=O)n1c2ccccc2c2c(C#N)c(N3CCCCC3)sc21	24
47	CC(C)c1nnc(NC(=O)CN(C)S(=O)(=O)c2ccc3c(c2)OCCO3)s1	-21
48	CCOC(=O)c1cc2cc(-c3c(C(=O)OCC)oc4cc(O)cc(O)c4c3=O)ccc2o1	-4
49	CCOC(=O)c1cc(-c2cc3ccccc3o2)n[nH]1	-14
50	Cc1ccc2nc(NC(=O)c3cccs3)sc2c1	6
51	CCc1cccc2c3c([nH]c12)C(CC)(CC(=O)O)OCC3 (stereo not given)	-2
52	CCCCc1nc2ccccc2c(C(=O)O)c1C	-13
53	Nc1cc(N)nc(SCC(=O)Nc2ccc3c(c2)OCCCO3)n1	-21
54	CCN1CCCC1CN(Cc1cc2ccc(C)c(C)c2[nH]c1=O)C(=O)Nc1ccccc1OC (stereo not given)	30
55	O=C(OCCN1CCOCC1)c1cccnc1	-16
56	O=C(CN1CCOCC1)NC1C2CC3CC(C2)CC1C3 (stereo not given)	-27
57	CCOc1ccc(NC(=O)CCNc2c(N3CCCC3)c(=O)c2=O)cc1	-3
58	CCOc1ccc2[nH]c(=O)c(CN(Cc3ccccc3)C(=O)N3CCCC3)cc2c1	16
59	COc1ccc(-c2nnco2)cc1OC	-12
60	O=C(NCCOc1ccccc1)c1ccc2c(c1)OCO2	-62
61	Cc1ccccc1CSCC(=O)c1c(N)n(C)c(=O)n(C)c1=O	-4
62	CS(=O)(=O)N(CC(=O)Nc1cccnc1)c1ccc2c(c1)OCCO2	-11
63	CCC(=O)N1CCN(c2ccc(Cl)cc2NC(=O)Cc2ccccc2)CC1	-55
64	O=S(=O)(c1cc(Cl)ccc1Br)N1CCCCC1	-4
65	Cn1c(C(=O)OC(C(=O)NC2CCCCC2)c2ccncc2)cc2sccc21 (stereo not given)	-24
66	CC1N=C2c3ccccc3N=C(SCc3cc(=O)n4ccccc4n3)N2C1=O (stereo not given)	-11
67	CC(C)Cn1c(CN(Cc2ccccc2)Cc2ccccc2)nc2c1c(=O)n(C)c(=O)n2C	-14
68	CN1C(=O)NC(c2cccc(O)c2)C(C(=O)c2cccs2)C1(O)C(F)(F)F (stereo not given)	-1
69	Cc1ccc(-n2c(SCC(=O)OC(C)C)nnc2-c2cnccn2)cc1	-30
70	Cc1cc(-c2nnc(SCC(=O)NC3CCCC3)o2)no1	-14
71	CNC(=O)C1CCC(=O)N1Cc1ccc(C)cc1 (stereo not given)	5
72	CC(=O)Nc1ccc(S(=O)(=O)N2CCSC2c2ccccc2Cl)cc1 (stereo not given)	36
73	O=C(NCc1ccc2[nH]c3c(c2c1)CCCC3)N1CCOCC1	-5
74	CCOC(=O)CN1C(=O)C(CC)Oc2ccc(Cl)cc21 (stereo not given)	9
75	CCN(CC)S(=O)(=O)c1cc(C(=O)Nc2ccncc2)ccc1Cl	26
76	O=C(NCc1ccco1)c1cc2ccccc2c(=O)o1	8
77	COc1cccc(-c2cc(C(=O)NCCc3ccccc3)no2)c1	-40
78	O=C(Nc1ccc2c(c1)OCO2)c1nn(-c2ccccc2)c(=O)c2ccccc12	-1
79	CCOC(=O)CC(=O)CSc1nc(C)nc2c1oc1ccccc12	2
80	O=C(Nc1ccncc1)c1cc2ccccc2o1	11
81	CSc1nc2ccc(S(=O)(=O)N3CCc4ccccc43)cc2s1	-20
82	Cn1nnc2cc(C(=O)N3CCCCCC3)ccc21	-41
83	COC(=O)c1ccccc1NC(=O)c1ccccc1OC	-21
84	c1ccc(CCNc2nc3ccccc3n3nnnc23)cc1	-9
85	CC1Cc2cc(C3(O)C(=O)c4ccccc4C3=O)ccc2N1 (stereo not given)	9
86	COc1ccc(OC)c(S(=O)(=O)N2CCC(C(=O)NCc3ccccc3OC)CC2)c1	-5
87	CC1CN(c2cc3nccnc3cc2F)CC(C)O1 (stereo not given)	-13
88	O=C(Nc1nc2ccc(S(=O)(=O)N3CCCC3)cc2s1)C1CCCO1 (stereo not given)	-4
89	Cc1ccccc1CSc1nnc(-c2cccnc2)n1N	44
90	Cc1ccc(NC(=O)CN(C)S(=O)(=O)c2cccc3nsnc23)cc1C	-47

Six compounds picked at random from those above, as already listed:
no.	compound	GBA activity up
83	COC(=O)c1ccccc1NC(=O)c1ccccc1OC	-21
76	O=C(NCc1ccco1)c1cc2ccccc2c(=O)o1	8
90	Cc1ccc(NC(=O)CN(C)S(=O)(=O)c2cccc3nsnc23)cc1C	-47
89	Cc1ccccc1CSc1nnc(-c2cccnc2)n1N	44
81	CSc1nc2ccc(S(=O)(=O)N3CCc4ccccc43)cc2s1	-20
85	CC1Cc2cc(C3(O)C(=O)c4ccccc4C3=O)ccc2N1 (stereo not given)	9

Continued.
no.	compound	GBA activity up
91	O=C(Nc1ccccc1)NC1CCN(Cc2nnnn2C2CCCCC2)CC1	17
92	Cc1cc(C)n2nc3nc(N4CCCC4)nc(-c4ccccc4)c3c2n1	1
93	COc1ccc(Oc2c(C)oc3cc(OC(=O)N4CCOCC4)ccc3c2=O)cc1	-20
94	CCOC(=O)Cc1nnc2c(Nc3ccccc3F)nc3nonc3n12	-32
95	Cn1c(=O)n(CCN2CCOCC2)c(=O)c2c1nc1n2CCCN1c1ccccc1	-7
96	CC1(C)CC(=O)C(CCC(=O)c2ccccc2)C(C)(C)N1 (stereo not given)	34
97	COc1ccc2c(c1OC)C(=O)N1C2SC[C@H]1C(=O)NC1CC(C)(C)NC(C)(C)C1 (stereo not given in full)	6
98	COC(=O)C1=C(NC(=O)c2cccc(OC)c2)CCS1	31
99	Brc1ccc(-c2nc(-c3ccccn3)no2)o1	-9
100	Cc1cccnc1NC(=O)C(C)Oc1ccccc1 (stereo not given)	-1
101	Cc1c2c(n3c(nc4ccccc43)c1C#N)N(Cc1ccccn1)CC2	3
102	O=C(c1cnn2c(C(F)F)cc(-c3ccccc3)nc12)N1CCSCC1	-23
103	O=C(NCc1ccco1)c1ccc(CN2CCOCC2)cc1	-17
104	Cc1ccc(C(NC(=O)N2CCOCC2)=C(Cl)Cl)cc1F	6
105	CCS(=O)(=O)NCCc1csc(-c2ccccc2)n1	-23

Some of the entries so far, with each value named.
98: COC(=O)C1=C(NC(=O)c2cccc(OC)c2)CCS1
  GBA activity up: 31

99: Brc1ccc(-c2nc(-c3ccccn3)no2)o1
  GBA activity up: -9

100: Cc1cccnc1NC(=O)C(C)Oc1ccccc1 (stereo not given)
  GBA activity up: -1

More structures:
no.	compound	GBA activity up
106	CCn1c(SCC(=O)N2CCN(c3ccc(Cl)cc3)CC2)nc2ccccc2c1=O	-42
107	COc1ccccc1C(=O)Oc1ccc(N2C(=O)CCC2=O)cc1	5
108	CCOC(=O)N1CCC(NC(=O)c2cc3cc4cc(OC)ccc4nc3o2)CC1	-7
109	O=C(COc1ccc2c(c1)OCO2)Nc1ccc2c(c1)oc1ccccc12	1
110	CCC(CC)C(=O)NCc1ccccc1Cl	-2
111	COc1ccc(N2CCN(c3nc(NCCc4ccc(OC)c(OC)c4)nc(OC)n3)CC2)cc1	8
112	O=C(NCCCC(=O)N1CCOCC1)c1cccnc1	-1
113	C=CCn1c(SCc2ccccc2C#N)nnc1-c1ccccc1O	1
114	O=C(CSc1nc2ccccc2n1CC(=O)N1CCCC1)Nc1nccs1	-10
115	CCOC(=O)C1CCN(C(=O)c2cnn3c(C)cc(C)nc23)CC1	13
116	Cc1ccccc1Cn1nc(C)c(NC(=O)c2cc(-c3cccs3)on2)c1C	2
117	COc1ccc(Cl)cc1NC(=O)CSc1ncnc2c1oc1ccccc12	-39
118	COc1ccc(NC(=O)CCNC(=O)Cn2cnc3ccccc3c2=O)c(OC)c1	-68
119	CC(=O)Nc1ccc(N=Cc2nc(-c3ccc(C)cc3)oc2O)cc1	11
120	O=C(CCSCCc1ccncc1)NCCCN1CCOCC1	-59
121	Cc1c(C(=O)O)oc2ccc(S(=O)(=O)NCc3ccc4c(c3)OCO4)cc12	-25
122	O=C(c1cccs1)n1nc(-c2ccccc2)nc1NCc1ccco1	-13
123	O=S(=O)(NC1CCCCC1NS(=O)(=O)c1ccc(F)cc1)c1ccc(F)cc1 (stereo not given)	10
124	O=C1c2ccccc2S(=O)(=O)N1CC(O)Cn1c2ccccc2c2ccccc21 (stereo not given)	-10
125	CCOc1ccc(Oc2nc(NCC(C)C)nc(N(C)C)n2)nn1	-28
126	O=C1NCCCC1C(=O)N1CCN(C(=O)C2CCCNC2=O)CC1 (stereo not given)	7
127	COC(=O)c1[nH]c2c(c1C)C(=O)CC(c1ccccc1)C2 (stereo not given)	-23
128	O=C(CSc1ncnc2c1oc1ccccc12)N1CCCc2ccccc21	3
129	O=C(CSc1nnc(-c2cccs2)n1-c1ccccc1)NCC1CCCO1 (stereo not given)	-25
130	COc1ccc(-c2nn(C)c3sc(C(=O)NCc4ccco4)cc23)cc1OC	8
131	CCc1nc(SCc2ccc(C(=O)OC)o2)c2c(=O)n(C)c(=O)n(C)c2n1	-1
132	Cc1occc1-c1nnc(SCC(=O)NCCc2ccccc2)n1Cc1ccccc1	2
133	CC(NC(=O)C1CC2CCCC(C1)C2=O)c1ccccc1 (stereo not given)	-23
134	COc1ccc(N(C)S(=O)(=O)c2cccc(C(=O)Nc3ccc(-n4cnnn4)cc3)c2)cc1	9
135	O=S(=O)(Cc1ccc(Cl)cc1)Nc1ccc2c(c1)OCO2	-18
136	O=C(O)CN(Cc1ccccc1)S(=O)(=O)c1ccc(F)cc1	-41
137	CC(=O)OCCN(Cc1ccccc1)Cc1ccc2c(c1)OCO2	16
138	Cc1ccccc1-c1coc2cc(O)ccc2c1=O	-8
